Assay outcomes from PubChem.
Wnt bcat act = Wnt/beta-catenin pathway activation; Wnt/beta-catenin reporter cell assay, activator, plate reader; activation, % at 9.35 µM; 300,000 compounds, 1.2% hits; AID 743398; in the data active = activation above about 30%, passing the limit was not always enough;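 note: 0% = neutral control wells and 100% = positive control wells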
SR-BI uptake up = activators of SR-BI mediated HDL lipid uptake; CHO ldlA[mSR-BI] cells, DiI-HDL uptake fluorescence, 3 h; 100 = double the neutral-control signal; activation, % at 12.5 µM; 320,000 compounds, 0.096% hits;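 active = mean replicate activation of at least 60% and every replicate at or above 60%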;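 note: 0% = median plate neutral-control signal and 100% = twice that signal; values of inactives mirror those of a sister screen read the other way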
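Assay system: LDL receptor-deficient CHO ldlA cells overexpressing murine SR-BI / Medium: BSA-supplemented, HEPES-buffered Ham's F12, pH 7.4 / Probe or stimulus: DiI-labelled HDL at 10 µg/mL final / Timing: compound with DiI-HDL co-incubation, 3 h at 37 °C / Technique: bottom-read cell fluorescence after medium removal, ex 550/em 595 nm / Measure: HDL uptake via cellular fluorescence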
MITF TRPM1 HTS = activators of MITF-driven TRPM1 promoter activity in SK-MEL-5 cells; SK-MEL-5 TRPM1-promoter luciferase, 24 h; % of positive control, neutral wells = 0; activation, % at 12.5 µM; 300,000 compounds, 0.75% hits;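 active = mean activation of at least 80% with every replicate also reaching 80%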;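 note: 0% = neutral control wells and 100% = parthenolide positive control wells; values of inactives mirror those of a sister screen read the other way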
E coli growth = counter-screen for AddAB inhibitors: E. coli growth inhibition | E. coli V3065 growth, OD600 absorbance, 18 h | inhibition, % at 11.9 µM | 330,000 compounds, 0.27% hits | AID 449728;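 active = inhibition above the campaign's mean inhibition across all tested compounds plus 3 SD, cut at about 9.9% in these data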;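 note: uninfected addAB+ strain grown without phage in ampicillin broth; 0% = DMSO wells and 100% = ciprofloxacin 0.95 µg/ml wells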
phage Ecoli inh = E. coli growth loss with phage present | inhibition, % at 11.9 µM | AID 651602 | growth absorbance | 360,000 compounds, 0.26% hits; in the data active = inhibition above about 11%
Tat export inh = E. coli Tat transport inhibition | E. coli MC4100 TorA-mCherry Tat export, fluorescence | inhibition, % at 10 µM | 340,000 compounds, 0.036% hits;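 active = mean replicate inhibition at least 50% and at least half of replicates individually reaching 50%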;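 note: exported cargo escapes ClpAP degradation while cytoplasmic cargo is degraded and loses fluorescence; 0% = median of neutral control wells and 100% = median of NaSCN control wells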
CAL PDZ FP-1 = inhibitors of human CAL PDZ peptide binding | purified CAL PDZ, TMR-peptide fluorescence polarization, 1 h | inhibition, % at 24.9 µM | 300,000 compounds, 0.92% hits | AID 602252;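 active = mean inhibition of at least 30% with at least half of replicates also reaching 30%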;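 note: 0% = DMSO neutral control and 100% = excess unlabeled competitor peptide PRC23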
AddAB inh = less growth of phage-infected E. coli with AddAB; E. coli expressing H. pylori AddAB, absorbance growth; inhibition, % at 11.9 µM; 330,000 compounds, 0.29% hits; AID 435030; in the data active = inhibition above about 12%;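 note: 0% = vehicle wells of infected cells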
CAL PDZ FP-2 = inhibitors of human CAL PDZ peptide binding. Q9HD26. purified CAL PDZ, TMR-peptide fluorescence polarization, 1 h. inhibition, % at 20 µM. 330,000 compounds, 0.02% hits. AID 504414;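 active = highest replicate inhibition of at least 40%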;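 note: plate controls were DMSO neutral control wells for no effect and unlabeled competitor peptide control wells for full effect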
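System: tagged CAL PDZ domain. Schedule: 1 h room-temperature incubation prior to read. Signal: fluorescence polarization (mP). Measure: percent inhibition from loss of millipolarization.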
SR-BI HDL uptake = blocks mouse SR-BI lipid uptake from DiI-HDL; Q61009; ldlA[mSR-BI] CHO cells, DiI-HDL uptake fluorescence, 3 h; inhibition, % at 12.5 µM; 320,000 compounds, 0.96% hits; AID 488896;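 active = mean replicate inhibition of at least 70% and a set share of replicates each scoring 70 or more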;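 note: 0% = median of neutral control wells and 100% = median of positive control wells; values of inactives mirror those of a sister screen read the other way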
Target sequence (Q61009 whole entry, looked up): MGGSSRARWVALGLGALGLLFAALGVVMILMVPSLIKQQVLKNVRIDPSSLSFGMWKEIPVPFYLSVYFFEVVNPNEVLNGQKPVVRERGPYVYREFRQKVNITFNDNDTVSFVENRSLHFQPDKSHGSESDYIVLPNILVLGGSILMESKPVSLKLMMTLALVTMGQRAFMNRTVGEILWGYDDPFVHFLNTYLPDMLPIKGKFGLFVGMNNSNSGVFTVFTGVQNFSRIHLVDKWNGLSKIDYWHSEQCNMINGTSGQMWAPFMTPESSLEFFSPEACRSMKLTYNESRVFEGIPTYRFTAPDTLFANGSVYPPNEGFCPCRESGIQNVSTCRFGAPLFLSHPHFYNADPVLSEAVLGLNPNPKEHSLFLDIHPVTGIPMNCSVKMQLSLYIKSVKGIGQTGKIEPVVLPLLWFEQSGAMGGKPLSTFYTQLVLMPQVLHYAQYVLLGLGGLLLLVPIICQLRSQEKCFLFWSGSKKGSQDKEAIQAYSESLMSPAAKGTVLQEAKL
* hit, by the source's call; x = no result given.

SMILES	Wnt bcat act	SR-BI uptake up	MITF TRPM1 HTS	E coli growth	phage Ecoli inh	Tat export inh	CAL PDZ FP-1	AddAB inh	CAL PDZ FP-2	SR-BI HDL uptake
CC(NC(=O)c1ccco1)c1cccc2ccccc12 (centres undefined)	x	-3	3	-2.0	4.7	1	x	0.5	-0.8	3
O=C(N/N=C/c1c(O)ccc2ccccc12)Nc1ccccc1	4	x	x	-0.8	7.1	x	x	3.6	x	x
CCOC(=O)c1c(C)[nH]c(C)c1S(=O)(=O)N(C)CC(=O)Nc1ccccc1	-3	6	2	0.3	3.0	-3	0	0.6	0.1	-6
CCOc1cc2[nH]c(=S)n(C3CC3)c(=O)c2cc1OCC	-1	-45	3	-1.4	-1.1	-9	2	0.7	-0.9	45
CCc1ccc(NC(=O)CSc2nnc(C3CC3)n2CC2CCCO2)cc1 (centres undefined)	-2	0	-3	-0.2	3.4	-1	-4	4.8	-2.1	0
CCOc1ccc(CNS(=O)(=O)c2c(C)nc3sccn3c2=O)cc1OC	-3	8	0	1.0	1.5	-6	x	2.3	-1.4	-8
C=CCN1CN(S(=O)(=O)c2ccc(OC)cc2)c2nc3ccccc3nc21	2	5	-2	1.9	0.1	4	6	1.9	0.0	-5
Cc1c(NS(=O)(=O)c2cc(NC(=O)CCN3CCCC(C)C3)ccc2Cl)c(=O)n(-c2ccccc2)n1C (centres undefined)	0	14	14	-0.9	1.6	-4	9	-1.7	-0.6	-14
Cc1ccc(CCNC(=O)c2nc(CS(=O)(=O)c3ccc(Cl)cc3)no2)cc1	-2	-21	0	1.4	3.5	2	0	5.4	-1.9	21
O=C(N/N=C/C1CCCCC1)c1cc(Cl)ccc1O	-2	2	x	1.4	3.2	4	0	4.5	-0.6	-2
CCOC(=O)C1CCc2nc3ccccc3c(=O)n21 (centres undefined)	x	x	6	-2.1	4.9	0	5	-1.0	0.0	x
Fc1ccccc1/C=C1\CCCC2=C1Nc1nnnn1C2c1ccccc1F (centres undefined)	x	-24	-5	1.6	0.2	5	x	-0.9	-2.6	24
Cn1c2c(c(=O)n(C)c1=O)CN(Cc1ccc(F)cc1)CN2	x	x	-4	-1.2	2.0	-10	-1	2.6	0.5	x
Cc1ccc(N(CC(=O)NC2CCCC2)C(=O)CCC(=O)Nc2nccs2)c(C)c1	-1	x	-7	-0.9	3.3	-12	0	-0.2	-2.7	x
CCOC(=O)N1CCN(C(=O)C2CCN(Cc3nc(-c4ccccc4C)oc3C)CC2)CC1	0	-24	-12	0.0	1.5	-2	-2	6.2	-0.2	24
COc1ccc(-c2nc(-c3ccncc3)no2)cc1	28	x	60	x	0.7	2	2	x	-0.2	x
Cc1ccc(N/C(N)=N/c2nc(C(F)(F)F)cc(C(F)(F)F)n2)cc1	0	-33	-15	1.1	3.7	5	x	-3.3	0.1	33
CCS(=O)(=O)N1CCN(c2ccccc2F)CC1	-2	3	2	0.7	1.1	-9	3	3.6	0.0	-3
CN1CCOc2ccc(S(=O)(=O)NCCc3ccc(Cl)cc3)cc21	1	52	-3	0.2	-0.2	0	-3	1.8	-1.8	-52
CCOc1cc(NC(=S)Nc2cccc(OC)c2)c(OCC)cc1NC(=O)c1ccc(C)cc1	x	-64	-8	1.5	-2.4	-3	-1	0.8	0.0	64
CCOc1ccc(C(C)=O)cc1CN1C(=O)NC(C)(C2CC2)C1=O (centres undefined)	-3	-4	-8	1.4	0.1	1	-1	0.2	-0.4	4
O=C(NC1CCCCC1)N1CCN(Cc2nc3ccccc3c(=O)[nH]2)CC1	x	0	0	1.2	0.6	-9	-5	1.4	-1.7	0
O=[N+]([O-])c1cccnc1SCc1c(F)cccc1Cl	-2	-30	x	5.0	2.1	10	x	1.3	-0.8	30
CN(Cc1n[nH]c(=S)n1C)S(=O)(=O)c1ccccc1	x	21	7	-2.0	2.0	4	-1	1.5	-3.5	-21
CN(C)/C=C/C(=O)c1cccc(C(F)(F)F)c1	5	-3	14	0.5	0.8	30	-6	-0.5	1.1	3
O=C(Nc1ccc(Cl)cc1F)c1cc(S(=O)(=O)N2CCCCC2)ccc1F	-8	-25	3	-0.8	4.0	4	5	2.6	0.1	25
O=C(CN(c1ccccc1Cl)S(=O)(=O)c1ccccc1)NCc1ccccc1	-6	3	-4	x	0.9	-10	-1	x	-3.1	-3
CCOc1cccc(OCCOCCN(C)Cc2ccccc2)c1	x	15	6	0.0	4.7	14	-1	1.9	-0.3	-15
CCOc1cc(/C=N/NC(=O)CSc2nncn2C)ccc1OC(=O)c1ccc(Cl)cc1	-1	13	0	-1.8	3.5	-6	-1	1.4	-0.3	-13
CSCCC(NS(=O)(=O)c1ccccc1F)C(=O)OCc1ccccc1Cl (centres undefined)	x	-15	0	0.5	2.0	5	-8	1.5	-1.8	15
Cc1ccc([C@H]2C(C(=O)O)=CC[C@@H](c3ccc(Cl)cc3)N2S(=O)(=O)c2ccc(C)cc2)cc1	-1	-2	11	-2.1	1.3	15	-10	1.3	-0.6	2
N#Cc1cccc(C#N)c1Oc1ccc(S(=O)(=O)Nc2ccc(Cl)cc2)cc1	-1	1	-6	-2.4	2.8	7	-4	-0.3	0.0	-1
CCc1ccc(OC(=O)/C=C/c2ccco2)cc1	-2	15	x	-1.7	2.4	1	2	3.6	-1.2	-15
CC(=O)NC1C(=O)N(Cc2ccccc2)c2ccc(Br)cc21 (centres undefined)	-2	x	-2	-0.5	2.1	-2	-3	-2.3	-4.4	x
COc1ccc(-c2nc(N)n(S(=O)(=O)c3ccc(C)cc3)n2)cc1	-1	18	9	1.5	7.1	-1	-5	2.6	0.3	-18
O=C(CSc1nc2ccccc2n1Cc1ccccc1Cl)N/N=C/c1ccccc1C(=O)O	2	x	7	-0.3	2.1	-4	3	4.3	-1.1	x
COc1cc2cc(CCCO)oc(=O)c2cc1OC	-1	15	-3	0.3	0.6	1	-2	1.9	-0.4	-15
Nc1nc(Cl)cc(Nc2ccccc2Cl)n1	1	-3	4	-0.7	0.5	-2	0	2.5	-1.0	3
CCCCNC(=O)CCCN1C(=O)c2cccnc2Sc2ccccc21	3	5	-3	0.2	1.4	4	0	1.8	0.7	-5
O=C(NCc1ccccc1)C1(C(F)(F)F)C/C(=C/CCO)CCCO1 (centres undefined)	-1	8	-11	-2.4	1.4	-2	-1	0.4	0.1	-8

Not a retest: an excerpt of the list.
SMILES	Wnt bcat act	SR-BI uptake up	MITF TRPM1 HTS	E coli growth	phage Ecoli inh	Tat export inh	CAL PDZ FP-1	AddAB inh	CAL PDZ FP-2	SR-BI HDL uptake
CCOc1cc(/C=N/NC(=O)CSc2nncn2C)ccc1OC(=O)c1ccc(Cl)cc1	-1	13	0	-1.8	3.5	-6	-1	1.4	-0.3	-13
CSCCC(NS(=O)(=O)c1ccccc1F)C(=O)OCc1ccccc1Cl (centres undefined)	x	-15	0	0.5	2.0	5	-8	1.5	-1.8	15
Cc1ccc([C@H]2C(C(=O)O)=CC[C@@H](c3ccc(Cl)cc3)N2S(=O)(=O)c2ccc(C)cc2)cc1	-1	-2	11	-2.1	1.3	15	-10	1.3	-0.6	2
N#Cc1cccc(C#N)c1Oc1ccc(S(=O)(=O)Nc2ccc(Cl)cc2)cc1	-1	1	-6	-2.4	2.8	7	-4	-0.3	0.0	-1

Remaining list, next part.
SMILES	Wnt bcat act	SR-BI uptake up	MITF TRPM1 HTS	E coli growth	phage Ecoli inh	Tat export inh	CAL PDZ FP-1	AddAB inh	CAL PDZ FP-2	SR-BI HDL uptake
COc1ccc(NC(=O)CN(C)C(=O)C2CC(=O)N(Cc3ccc(C)cc3)C2)cc1 (centres undefined)	0	4	-4	-1.2	-1.2	-4	6	0.2	-0.8	-4
CCN(CC)CCCNC(=O)C1c2ccccc2Oc2ccccc21	-1	26	3	-4.3	-0.9	-7	-2	2.1	-0.6	-17
Cc1nc(NCc2cccnc2)c2c3c(sc2n1)CCCC3	-1	-27	1	4.7	1.0	-3	-4	0.5	-0.5	27
Cc1c(NC2=C(Cl)C(=O)N(c3ccccc3Cl)C2=O)c(=O)n(-c2ccccc2)n1C	x	0	8	-0.6	1.5	-10	-2	0.6	-0.5	0
Cc1ccc(C)c(NC(=O)C(=O)NCCc2c[nH]c3ccccc23)c1	-2	6	15	0.8	2.7	-5	-1	3.3	-0.1	-6
COc1ccccc1OCCNC(=O)C(c1ccccc1)c1ccccc1	-1	-4	7	-1.0	2.7	3	-4	-0.3	-0.8	4
O=C(NNC1=NCCC1)c1cccc(Br)c1	2	2	11	1.0	0.5	-2	8	2.6	-0.1	-2
C=CCn1c(NCc2c[nH]c3ccccc23)nc2ccccc21	x	6	12	-0.7	4.2	2	-1	0.7	0.5	-6
c1ccc(Cn2c(Sc3nnnn3-c3ccccc3)nnc2-c2ccccc2)cc1	-8	-7	6	1.7	0.5	-5	0	0.4	0.9	7
Clc1ccccc1OCCN1CCC(Cc2ccccc2)CC1	-2	x	9	1.3	0.0	-11	-4	3.2	-2.3	x
COC(=O)C1=NNC2(c3ccc(C)cc3)C(=O)N(c3ccc(C)cc3)C(=O)C12 (centres undefined)	0	1	-6	1.6	1.1	2	-3	1.4	4.3	-1
O=C(Cn1cnc2ccccc2c1=O)Nc1ccc(S(=O)(=O)N2CCCC2)cc1	-1	-26	-3	1.4	3.1	7	-4	4.6	x	26
CCC(C)(C)NC(=O)CN(Cc1ccc2c(c1)OCO2)C(=O)CCC(=O)Nc1cc(C)ccn1	-1	13	1	-2.6	0.6	4	-4	-1.2	-1.8	-13
Cc1cccc(C(=O)NCCc2ccc(S(N)(=O)=O)cc2)c1[N+](=O)[O-]	0	-11	-1	0.2	-0.3	-8	-6	-0.6	-0.9	11
O=C1OC(CN(Cc2ccccc2)Cc2ccccc2)CN1N=Cc1ccc([N+](=O)[O-])o1 (centres undefined)	4	-25	-82	x	4.7	0	x	x	-2.0	25
CCn1c2c(c3cc(Br)ccc31)CCC/C2=N\O	x	-17	1	0.0	-1.3	-5	-4	-1.5	-4.3	17
COc1ccccc1/C(O)=C(\C#N)c1nc2ccccc2[nH]1	0	14	-1	1.9	3.4	6	-5	2.6	-0.7	-14
CCc1ccc(-c2cc(C)no2)cc1S(=O)(=O)NCCCN1CCN(c2ccccc2)CC1	-3	-46	-19	-2.1	0.9	-1	1	0.2	-2.4	46
Cc1ccc(NC(=O)CN2C(=O)N/C(=C/c3ccco3)C2=O)cc1	x	16	-9	-1.0	5.1	-6	0	-3.4	-1.1	-16
Cc1ccc(C)c(C(=O)CN2C(=O)c3ccccc3S2(=O)=O)c1	x	-18	-14	-1.6	-0.1	-13	-10	0.4	-1.7	18
CCCCn1c(N)c(N(CC)C(=O)c2ccc([N+](=O)[O-])c(C)c2)c(=O)[nH]c1=O	2	7	-10	-0.1	0.6	-3	0	2.2	-1.4	-7
CN1CCN(Cc2c(C#N)c3ccccc3n2C)CC1	-7	8	9	0.5	-1.6	2	-2	2.2	-0.4	-8
S=C1NCCNC(=S)NCCOCCOCCOCCN1	0	-5	15	0.7	2.4	-6	-5	5.0	-0.8	5
CCc1cc(=O)oc2c(C)c(OCC(=O)NCCCN3CCOCC3)ccc12	0	-10	2	-0.2	2.4	1	0	1.2	-1.1	10
O=C(NCCCn1ccnc1)/C(=C\c1cccnc1)NC(=O)c1ccccc1Br	5	34	2	-2.5	3.4	2	-5	-3.6	-0.8	-34
